High-throughput results from PubChem.
BAZ2B inh: qHTS Assay for Inhibitors of BAZ2B | AlphaScreen BAZ2B-H3K14Ac peptide displacement | Potency, µM (titrated, usually from 114 µM), for inactives: at the top dose activity change, negative = inhibition, hits mostly inhibitors | actives 4.4% (n = 360,000) | AID 504333, 2011; further: potency means the concentration at half of the fitted maximal effect; on the % scale 0 is the no-effect control and ±100 the full control effect; nearly all actives have a fitted effect of over 60% in size
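BAZ2B 50 nM plus b-H3(5-23)K14Ac 50 nM, PBS pH 7.4/0.01% Tween-20, 30 min RT; compound added (max 110 uM), 30 min RT; streptavidin donor/Ni-chelate acceptor beads 10 ug/mL final, 20 min dark; AlphaScreen read.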
G9a inh: qHTS Assay for Inhibitors of Histone Lysine Methyltransferase G9a; AID 504332, 2011; G9a H3K9 monomethylation, AlphaScreen, 2 h; Histone-lysine N-methyltransferase EHMT2 (Homo sapiens), Q96KQ7; Potency, µM (titrated, usually from 102 µM), without a hit: top-dose activity, negative = inhibition, most hits filed as inhibitors; actives 8.8% (n = 350,000); further: potency means the concentration at half of the fitted maximal effect; on the % scale 0 is the no-effect control and ±100 the full control effect; nearly all actives have a fitted effect of over 75% in size
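Quantitative HTS format: methyltransferase activity on a biotin-tagged H3K9 peptide is measured by AlphaScreen, using a rabbit anti-monomethyl-H3K9 antibody with streptavidin donor and anti-IgG acceptor beads. Final levels are 20 nM enzyme, 500 nM peptide, 20 uM SAM; 2 h RT.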
GLS inhibitor: qHTS for Inhibitors of Glutaminase (GLS); Glutaminase kidney isoform, mitochondrial (Homo sapiens), O94925; GLS enzymatic activity, qHTS titration; Potency, µM (highest dose often 45.5 µM), without a hit: at the highest dose activity change, negative = inhibition, hits mostly inhibitors; actives 0.21% (n = 410,000); AID 624170, 2012; further: potency means the concentration at half of the fitted maximal effect; on the % scale 0 is the no-effect control and ±100 the full control effect
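Enzyme dispensed in phosphate buffer (45 mM, pH 8.2, 0.02% Tween-20), compounds pinned in, then 1 mM L-glutamine solution and the glutamate oxidase–HRP–Amplex Red mix added; fluorescence read immediately and again after 30 min at room temperature.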
PI4K2A inh: qHTS for small molecular inhibitors of PI4K2A; purified PI4K2A, ADP-Glo luminescence, 1 h; stronger effect = lower value; actives 0.13% (n = 420,000); Phosphatidylinositol 4-kinase type 2-alpha (Homo sapiens), Q9BTU6; activity change, negative = inhibition, % at 76.9 µM; in the data active means activity change below about -50%; inconclusive means mostly about -30% to -49%;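 further: -100% = wells without enzyme as full effect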
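Compounds are screened against recombinant PI4K2A using PI as substrate and ATP, the latter dispensed at 300 microM. Reactions run one hour at ambient temperature before ADP-Glo detection; full inhibition defined by wells lacking enzyme.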
JMJD2A Tudor: qHTS Assay for Inhibitors of JMJD2A-Tudor Domain | Potency, µM (series often up to 114 µM), without a hit: at the top dose activity change, negative = inhibition, usual class: inhibitors | AlphaScreen JMJD2A-Tudor / H3K4me3 peptide binding | Lysine-specific demethylase 4A (Homo sapiens), O75164 | actives 4.4% (n = 390,000); further: potency means the concentration at half of the fitted maximal effect; on the % scale 0 is the no-effect control and ±100 the full control effect; nearly all actives have a fitted effect of over 50% in size
HP1b chromo inh: HTS for Inhibitors of HP1-beta Chromodomain Interactions with Methylated Histone Tails. Chromobox protein homolog 1 (Homo sapiens), P83916. AlphaScreen HP1-beta / biotin-H3K9me3 peptide binding. Potency, µM (titrated, usually from 114 µM), without a hit: top-dose activity change, negative = inhibition, most hits filed as inhibitors. actives 0.56% (n = 390,000). AID 540317, 2011; further: potency means the concentration at half of the fitted maximal effect; nearly all actives have a fitted effect of over 70% in size; inactives centre near 23
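Compound inhibition of the preformed complex between 50 nM HP1-beta and 50 nM biotinylated H3K9me3 peptide was read by AlphaScreen. Buffer was PBS pH 7.4 with 0.01% Tween-20. Incubations ran 30 min at room temperature, with 10 ug/mL donor/acceptor beads.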
ERG Ets-DNA blk: qHTS for Small Molecule Inhibitors of the ERG Ets/DNA interaction; fluorescence polarization, His-ERG Ets domain / labelled DNA; Potency, µM (titrated, usually from 76.9 µM), without a hit: top-dose FP activity, negative = inhibition, usual class: inhibitors; actives 0.028% (n = 370,000); AID 624246, 2012; active means well fitted inhibition curve with a large enough effect in the polarisation, with a control signal flat; inconclusive means small, poorly fitted or top-dose-only effect, or effect the other way, or a change in a side signal; inactive means no such curve, though single readings can be large or run the other way; the % refers to the polarisation;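 further: polarization taken with two DNA probes labelled with fluorescein and Texas red; potency means the concentration at half of the fitted maximal effect; % of control where 0% means no effect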
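His-tagged ERG Ets domain (1 uM in the protein solution; 300mM KCl, 50mM Tris-HCl, 1mM EDTA, 1mM DTT, pH 7.5) received compound, then a probe mix of 5 nM fluorescein-DNA and 100nM Texas-615-DNA. Fluorescence polarization was read for both dyes.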
Pin1 inh: qHTS Assay to Find Inhibitors of Pin1 | Peptidyl-prolyl cis-trans isomerase NIMA-interacting 1 (Homo sapiens), Q13526 | Pin1 FP peptide displacement, HiFluor488, 10 min | Potency, µM (titrated, usually from 115 µM), without a hit: at the highest dose activity, negative = inhibition, usual class: inhibitors | actives 0.009% (n = 390,000); active means well fitted inhibition curve with a large enough effect in the polarisation, with a control signal flat, not every such curve was filed as active; inconclusive means small, poorly fitted or top-dose-only effect, or effect the other way, or a change in a side signal; inactive means no such curve, though single readings can be large or run the other way; the % refers to the polarisation; further: potency means the concentration at half of the fitted maximal effect; on the % scale 0 is the no-effect control and ±100 the full control effect
Tb PGK inh: qHTS Assay to Find Inhibitors of Phosphoglycerate Kinase; Phosphoglycerate kinase, glycosomal (Trypanosoma brucei brucei), P07378; PGK/GAPDH coupled, Kinase-Glo luminescence, 60 min; Potency, µM (highest dose often 57.5 µM), inactives show at the highest dose activity change, negative = inhibition, hits mostly inhibitors; actives 0.043% (n = 380,000); AID 602233, 2012; further: potency means the concentration at half of the fitted maximal effect; on the % scale 0 is the no-effect control and ±100 the full control effect; nearly all actives have a fitted effect of over 60% in size
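Recombinant glycosomal PGK reaction used 1,3-bisphosphoglycerate generated in-well by GAPDH (100nM final) in 100mM TEA pH 7.6, 5mM MgCl2, 0.01% Tween-20. After 60 minutes at room temperature, ATP was read by Kinase-Glo Plus luminescence end-point.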
* hit, by the source's call; i = inactive; ? = inconclusive; · = not tested or not shown; & = joins results of further samples; ! = not confirmed by another sample; [ ] = dose if it differs, or a comment. Unless noted, the call rests on the fitted dose curve; in most records, active means well fitted curve in the direction sought with a large enough effect; inconclusive means small, poorly fitted or top-dose-only effect, or another doubt; inactive means no such curve, though single readings can be large; an effect the other way counts as inactive or inconclusive.

item	canonical_smiles	BAZ2B inh	G9a inh	GLS inhibitor	PI4K2A inh	JMJD2A Tudor
1	COc1cc(OC)cc(C(=O)Nc2ccc(C(=O)NCC3CCCO3)cc2)c1 (centres undefined)	-29%	-8%	5%	4	-15%
2	O=C(N/N=C/c1c[nH]c2ccccc12)c1cccs1	-16%	-3%	14%	4	-17%
3	COc1cccc(/C=C2\SC(N3CCC(C)CC3)=NC2=O)c1OC	-2%	28µM*	-1%	-3	-6%
4	CCCCCn1c(CN2CCN(Cc3ccccc3)CC2)nc2c1c(=O)n(C)c(=O)n2C	4%	6%[59 µM]	0%	-1	-17%
5	Oc1ccc(Nc2nc(-c3ccccc3)nc3ccccc23)cc1	?	-1%	7.9µM*	-3	-26%
6	COc1ccc(C(=O)c2ccc(C)cc2)c(OC)c1OC	·	·	-1%	-2	3%
7	O=C(Nc1ccccn1)C1CCN(S(=O)(=O)c2ccc3c(c2)OCCCO3)CC1	-7%	-12%[0.501 µM]	-1%	4	-19%
8	COc1ccc(S(=O)(=O)NCc2ccc(C(=O)N(C)Cc3ccco3)cc2)cc1	-4%	-8%	4%	-2	-22%
9	O=C(c1ccc2c(c1)N(Cc1c(F)cccc1Cl)C(=O)c1ccccc1S2)N1CCOCC1	·	-27%[59 µM]	7%	4	-33%
10	O=C(O)CP(=O)(O)O	?	13µM*!	1%&10%	1&0&0	?

item	HP1b chromo inh	ERG Ets-DNA blk	Pin1 inh	Tb PGK inh
1	12%	-5%	2%	-2%
2	29%	1%	-5%	-4%
3	-10%	-4%	6%	i
4	36%	4%	-1%	-10%
5	3%	-6%	3%	5%
6	57%[activator]	1%	0%	-9%
7	10%	-12%	0%	-7%
8	10%	·	-12%	1%[11.5 µM]
9	5%	-9%	-3%	-2%
10	15%	14%	0%	2%

Carrying on:
item	canonical_smiles	BAZ2B inh	G9a inh	GLS inhibitor	PI4K2A inh	JMJD2A Tudor
11	c1cncc(-c2nn[nH]n2)c1	1%	-19%[59 µM]	9%	0	-30%
12	COc1ccc(-c2csc(CCn3nc(C)cc3C)n2)cc1	-17%	-46%	1%	-2	4%[11.4 µM]
13	Cc1ccc(NC(=O)CCCn2c(=O)c3cccn3c3ccccc32)c(C)c1	-28%	-49%[59 µM]	6%	1	-34%
14	O=C(Nc1ncc(S(=O)(=O)c2ccc([N+](=O)[O-])cc2)s1)c1cccnc1	-29%	50µM*	1%	1	-23%
15	COc1ccc(-n2c(Cc3cccn3C)nnc2SCC(=O)N2CCOCC2)cc1	-6%	71µM*	7%	-3	-25%
16	COc1ccc(NC2=CC(=O)CC(c3ccc(C)cc3)C2)c(OC)c1 (centres undefined)	·	·	34%[activator]	4	79µM*
17	Cc1cc(C(=O)N(C)CC(=O)Nc2cccc(F)c2)no1	-22%	-34%	0%	-8	-11%
18	CCN(CC)c1nc(C(N)=O)cc(-c2ccccc2)n1	8%	·	2%	-4	21%
19	CCCCOC(=O)Nc1ccc(N2CCCCC2)cc1	?	7.9µM*	28%	-3	28µM*
20	O=C(NCC1(N2CCCCC2)CCCCC1)c1ccc(S(=O)(=O)N2CCCC2)cc1	-9%	27%[12.7 µM]	4%	-1	-9%

item	HP1b chromo inh	ERG Ets-DNA blk	Pin1 inh	Tb PGK inh
11	16%	-1%	1%	1%
12	20%	4%	4%	-6%
13	-1%	2%	0%	8%
14	0%	-2%	-2%	-10%
15	27%	-8%	-20%	2%
16	-16%	-6%	-1%	4%
17	3%	-9%	-9%	i
18	88%	-6%	0%	0%
19	?	5%	5%	-4%
20	-3%	-2%	1%	3%

(continued)
item	canonical_smiles	BAZ2B inh	G9a inh	GLS inhibitor	PI4K2A inh	JMJD2A Tudor
21	O=C(NCc1cccs1)NC1CCCCC1	-4%	17%	6%	-1	-2%
22	Cn1cc(S(=O)(=O)N2CCCCCC2)cc1C(=O)NCc1ccccc1Cl	-13%	-5%[59 µM]	11%	-5	-10%
23	Cc1cc(C(=O)Nc2ccccc2C(=O)O)ccc1NC(=O)COc1cccc([N+](=O)[O-])c1	?	·	0%	4	-19%
24	COC(=O)c1scc(-c2ccc(C)cc2)c1S(=O)(=O)Nc1cc(Cl)c(OC)cc1OC	-23%	-21%[59 µM]	5%	3	-29%
25	CCCNC(=O)C1CCC(Cn2c(=O)c3sccc3n(Cc3ccccc3F)c2=O)CC1 (centres undefined)	-3%	9%[59 µM]	2%	2	-1%
26	CCn1c(SCC(=O)N2CCCCC2C)nc2c1c(=O)n(C)c(=O)n2C (centres undefined)	12%	-4%	20%	-3	-9%
27	COc1ccc(CNC(=O)Cn2c(=O)nc(-c3ccccc3F)c3cc(Cl)ccc32)cc1OC	-19%	-20%[59 µM]	-15%	-2	-14%
28	CC(=O)Nc1cc(C(=O)N2CCOCC2)ccc1S(=O)(=O)c1ccc(C)cc1	2%	23%[0.501 µM]	-4%	4	2%
29	CCC1CCCCN1CCCNC(=O)CCCNC(=O)Cn1cnc2sc3c(c2c1=O)CCCC3 (centres undefined)	1%	7%	-8%	-6	-17%
30	O=C(N/N=C/c1ccc(Cl)c([N+](=O)[O-])c1)c1cc(-c2ccccc2)nc2ccccc12	-6%	17%[59 µM]	5%	1	-9%

item	HP1b chromo inh	ERG Ets-DNA blk	Pin1 inh	Tb PGK inh
21	14%	1%	5%	2%
22	25%[57 µM]	5%	-9%	-9%
23	33%	7%	-5%	-2%
24	16%	-1%	4%	0%
25	64%[activator]	3%	-5%	-1%
26	27%	20%	5%	-4%
27	5%	-2%	-10%	12%
28	44%[activator]	-4%	-5%	7%
29	23%	14%	-2%	-1%
30	41%[activator]	-5%	7%	·

Brought forward from above: 2 compounds, then new ones.
item	canonical_smiles	BAZ2B inh	G9a inh	GLS inhibitor	PI4K2A inh	JMJD2A Tudor
29	CCC1CCCCN1CCCNC(=O)CCCNC(=O)Cn1cnc2sc3c(c2c1=O)CCCC3 (centres undefined)	1%	7%	-8%	-6	-17%
30	O=C(N/N=C/c1ccc(Cl)c([N+](=O)[O-])c1)c1cc(-c2ccccc2)nc2ccccc12	-6%	17%[59 µM]	5%	1	-9%
31	COc1ccc(-c2nc(C#N)c(N3CCC(C(N)=O)CC3)o2)cc1OC	-2%	-2%[12.7 µM]	·	4	19%
32	Cc1ccc(NC(=O)CCS(=O)(=O)c2cc(Br)cc3c2N(C(=O)C2CC2)CC3)cc1	-9%	-12%[59 µM]	-14%	4	-5%
33	CC1Oc2ccccc2C=C1C1/C(=C(/O)c2ccccc2)C(=O)C(=O)N1CCCN(C)C (centres undefined)	-33%	?	-15%	6	8%
34	CC(C)c1ccc(NC(=O)c2ccccc2NC(=O)C2CC=CCC2C(=O)O)cc1 (centres undefined)	-15%	2%	1%	-4	-3%
35	COc1ccc(NC(=O)c2cc(S(=O)(=O)N3CCOCC3)ccc2C)cc1S(=O)(=O)N1CCOCC1	·	·	-1%	-3	-21%
36	COc1ccc(N(C(=O)c2ccccc2OC(C)=O)C(C)C2CC2)cc1 (centres undefined)	-1%	-2%[59 µM]	-3%	0	-5%
37	COc1ccc(OC)c(NC(=O)c2sc3nc(Cc4ccccc4)cc(C(F)(F)F)c3c2N)c1	50%[activator]	-35%[2.33 µM]	-10%	0	39%[activator]
38	CC1(C)CC(NS(=O)(=O)c2cccc3ccccc23)CC(C)(C)N1	-35%	-40%	-4%	-1	-20%
39	CCCC(NC(=O)C(C)Sc1nnnn1C1CC1)c1ccccc1 (centres undefined)	1%	1%[12.7 µM]	-7%	-2	-5%

item	HP1b chromo inh	ERG Ets-DNA blk	Pin1 inh	Tb PGK inh
29	23%	14%	-2%	-1%
30	41%[activator]	-5%	7%	·
31	16%	-7%	1%	-3%
32	24%	-2%	6%	-1%
33	39%	-7%	-8%	-5%
34	29%	4%	-10%	0%
35	10%	-3%	-11%	-3%
36	28%	-1%	9%	0%
37	31%[activator]	-5%	2%	-1%
38	44%[activator]	-10%	-1%	-10%
39	57%[activator]	?	0%	-1%
